Bioassay records (PubChem)
hcGAS lum – Primary biochemical luminescence assay for human cyclic GMP-AMP synthase inhibitors. AID 1259398, 2018. hit rate 0.081% among 290,000. recombinant h-cGAS, ATP depletion, Kinase-Glo luminescence. Q8N884. inhibition, % at 12.5 µM;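 also: 0% = vehicle reaction and 100% = reaction without DNA for no activity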
Target sequence (Q8N884 whole entry, looked up): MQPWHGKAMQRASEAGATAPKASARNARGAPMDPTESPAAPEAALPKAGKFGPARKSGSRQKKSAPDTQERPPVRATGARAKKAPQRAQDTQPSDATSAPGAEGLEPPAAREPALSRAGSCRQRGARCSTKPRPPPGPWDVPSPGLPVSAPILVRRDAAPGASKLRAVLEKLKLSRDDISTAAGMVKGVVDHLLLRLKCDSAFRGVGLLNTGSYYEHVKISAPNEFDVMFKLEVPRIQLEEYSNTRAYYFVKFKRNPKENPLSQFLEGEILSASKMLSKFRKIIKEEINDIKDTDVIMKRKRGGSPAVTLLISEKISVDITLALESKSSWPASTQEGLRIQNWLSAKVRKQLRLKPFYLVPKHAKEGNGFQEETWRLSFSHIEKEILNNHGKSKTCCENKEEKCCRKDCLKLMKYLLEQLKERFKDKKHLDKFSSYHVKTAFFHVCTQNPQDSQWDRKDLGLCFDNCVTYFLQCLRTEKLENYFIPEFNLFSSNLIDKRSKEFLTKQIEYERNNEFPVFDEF
mcGAS inh – cyclic GMP-AMP synthase inhibitors, mouse, primary biochemical chemiluminescence | Q8C6L5 | recombinant cGAS, Kinase-Glo ATP depletion luminescence | inhibition, % at 12.5 µM | hit rate 0.15% among 160,000 | AID 1259399, 2018;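 also: 0% = negative control wells and 100% = reference inhibitor with no enzyme activity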
NPYLR7 ag – agonists of mosquito NPYLR7 receptor, primary screen, cell-based, Aedes aegypti, calcium fluorescence, mosquito biting behavior. Aedes aegypti neuropeptide Y-like receptor 7 (NPYLR7). HEK293T NPYLR7/Galpha15, GCaMP6s calcium fluorescence. activation, % at 10 µM. hit rate 0.15% among 270,000; in the data active = activation above about 40%;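 also: 0% = vehicle and 100% = reference agonist at the receptor; some compounds past the cut are filed as inactive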
Starred values were filed as active, the others as inactive; x = not tested or not shown; & = joins results of further samples. Rule as the data show it, unless noted: active = inhibition above about 40%; inactive = the rest.

Molecule | hcGAS lum | NPYLR7 ag | mcGAS inh
O=C1NCC2(CCCN(C(=O)Cc3cn4ccsc4n3)C2)O1 (stereo not given) | -6 | 9 | x
O=C(NCC(=O)N1CCn2nc(C(=O)Nc3ccccc3)cc2C1)c1ccccc1 | -3 | -1 | x
CC(Sc1nc2ccccc2o1)C(=O)N1CCOCC1 (stereo not given) | -15 | 11 | -7
O=C(CCc1cccs1)NCc1cccnc1N1CCOCC1 | -13 | 14 | x
N#Cc1cc2c(nc1SCC(=O)Nc1cccc(C(F)(F)F)c1)CCCCC2 | 0 | 12 | -8
COC(=O)[C@@H]1CCCN1Cc1nc(-c2cc(OC)ccc2F)oc1C | -10 | 22 | x
O=C(NCC1CCCN(Cc2ccc(-c3ccccc3Cl)o2)C1)c1cccnc1 (stereo not given) | -7 | 7 | -11
O=C(NCC(c1ccc(F)cc1)N1CCCC1)c1c[nH]c(=O)[nH]1 (stereo not given) | 3 | 0 | x
Cc1ccccc1SC1CCN(C(=O)[C@@H]2C[C@@H](N)CN2)CC1 | -3 | 16 | x
Cn1c(=O)c2c(-c3ccc(Br)cc3)c(Nc3ccccc3)oc2n(C)c1=O | 0 | 0 | 0
CCCN(CC(=O)N(CCc1ccc(OC)c(OC)c1)Cc1ccc(C)s1)C(=O)Nc1ccc(C#N)cc1 | -8 | x | -7
Cc1ccc2oc(CN(C(=O)c3ccc(F)c(F)c3)C3CCCCC3)nc2c1 | -2 | -4 | -5
NC(=O)c1ccc(S(=O)(=O)N2CCOc3cccc(F)c32)cc1 | -4&-8 | -2&6 | -15
O=C(c1ccc(Cl)cc1)N1CCC(c2nc(-c3ccc(C(F)(F)F)cc3)no2)CC1 | -8 | 5 | -7
O=C(NCCN1CCCC(O)C1)c1ccc2nc(Cc3cccc(Cl)c3)oc2c1 (stereo not given) | -9 | 3 | x
CCOC(=O)Cn1c(=O)c2c(nc3n2CC(C)CN3c2ccc(OCC)cc2)n(C)c1=O (stereo not given) | -4 | 10 | -9
CCS(=O)(=O)Oc1cc(CN(Cc2ccc(F)cc2)C(=O)c2ccccc2Cl)ccc1OC | -6 | 12 | -5
CNC(=O)c1ccc(NC(=O)CCC(=O)c2cccs2)cc1 | -4 | 11 | x
CN1C(=O)c2ncccc2[C@H](CC(=O)O)[C@H]1C(=O)NC1CC1 | 1 | 7 | 2
CC(C)COc1ccccc1CN(C)C(=O)CN1CCCC1 | -8 | 8 | -20
CC(=O)N1CCc2c(sc(NC(=O)c3ccc4ccccc4c3)c2-c2nc3ccccc3s2)C1 | -2 | 4 | x
O=C(COC(=O)c1cccs1)Nc1ccc(Cl)cc1[N+](=O)[O-] | -7 | 4 | x
CC(C)CCCC(=O)n1ccn(-c2cccc(C(F)(F)F)c2)c1=O | -1 | 0 | -1
CCCC12CN(C(=O)c3cccnc3Nc3cccc(C)c3C)CC1C(=O)NC(=O)N2 (stereo not given) | -10 | -4 | -2
OCc1cc2ccccc2nc1-c1cccc2[nH]ccc12 | 0 | -1 | 0
CCCCCCNC(=O)c1cc(-c2ccccc2)nn1-c1ccc(C)cc1C | -10 | 13 | -6
Cc1nnc(SCCCNC(=O)c2cc(C(C)C)n3ncnc3n2)s1 | -9 | 22 | x
COC(=O)c1ccc(Cn2nc(C)c3cnn(-c4cccc(Cl)c4)c3c2=O)o1 | -3 | 6 | x
COc1ccc2n[nH]c(CN3CCN(Cc4cccc(F)c4)CC3)c2c1 | -7 | 4 | x
O=C(C=Cc1ccccc1)N1CCN(S(=O)(=O)C=Cc2ccccc2)CC1 | -2 | -7 | x
Cc1ccc2c(c1)c1cccc3c1n2CCN3CCC#N | -13 | 5 | x
CC(C)Oc1ccccc1OCCCCN1CCCCCC1 | -9 | 4 | x
CCCc1ccc(NC(=O)c2cnc(C)cn2)cc1 | -5 | -4 | -7
Cc1ccc(NC(=O)CC(=O)NC(C)c2nc3ccc(C)cc3[nH]2)c(C)c1 (stereo not given) | -7 | 12 | -11
Cc1nc(CN(C)Cc2cccc(-c3ccco3)c2)no1 | -3 | 2 | -17
NS(=O)(=O)CCCn1nc(Br)nc1Br | -7 | 0 | x
CCCN(Cc1cnn(C)c1)C(=O)NCCN1C(=O)CSC1=O | -8 | 8 | x
CC(NC(=O)C=Cc1cccc(F)c1)C1CC1 (stereo not given) | -1 | 5 | -7
COCCn1c(SCc2ccc(C)cc2)nc2c([nH]c3ccccc32)c1=O | -2 | 1 | -6
CNC(=O)CN1C(=O)NC(c2ccc(C)cc2)(c2ccc(C)cc2)C1=O | -6 | 0 | x

In the list so far, these contain an aryl thioether with sulfur outside any ring.
Molecule | hcGAS lum | NPYLR7 ag | mcGAS inh
CC(Sc1nc2ccccc2o1)C(=O)N1CCOCC1 (stereo not given) | -15 | 11 | -7
N#Cc1cc2c(nc1SCC(=O)Nc1cccc(C(F)(F)F)c1)CCCCC2 | 0 | 12 | -8
Cc1ccccc1SC1CCN(C(=O)[C@@H]2C[C@@H](N)CN2)CC1 | -3 | 16 | x
Cc1nnc(SCCCNC(=O)c2cc(C(C)C)n3ncnc3n2)s1 | -9 | 22 | x
COCCn1c(SCc2ccc(C)cc2)nc2c([nH]c3ccccc32)c1=O | -2 | 1 | -6

Going on with the list:
Molecule | hcGAS lum | NPYLR7 ag | mcGAS inh
Cn1nc2c(c1C(=O)N[C@@H]1c3ccccc3C3(CCNCC3)[C@H]1O)CCCC2 | -7 | 1 | x
Cn1cc(C(=O)NCC2CCCO2)c2[nH]c(=O)n(-c3ccc(Cl)cc3)c(=O)c21 (stereo not given) | -5 | 2 | x
O=C(/C=C/c1ccccc1)N1CCc2nc(-c3ccccc3)[nH]c(=O)c2C1 | -7 | 24 | -3
Cc1cc(O)cc2c1C(=O)/C(=C/c1cc3ccccc3o1)O2 | -5 | 28 | -6
CCn1nc(C(C)C)cc1C(=O)NCc1cnc(SC)n1C | -2 | 5 | -17
CN(Cc1cnccn1)C(=O)CC1C(=O)NCCN1CCCc1ccccc1 (stereo not given) | -5 | -1 | x
Cc1ccc(F)c(S(=O)(=O)NC(=O)C2(C)CCN2C(=O)c2sccc2C)c1 (stereo not given) | -5 | -2 | x
CCc1nc2ccc(C(=O)N3CCN(C(C)=O)CC3)cn2c1N(C)Cc1cc2ccccc2s1 | -5 | 14 | -5
CCC1CN(C(=O)C(=O)c2cccnc2)CCC(=O)N1Cc1ccccc1 (stereo not given) | -6 | -7 | x
CCOCCOc1nc(-c2ccccc2F)n(-c2ccc(NC(=O)Nc3ccc(F)cc3F)cc2)n1 | 1 | -24 | 2
O=C(Cc1cccs1)N(Cc1ccccn1)C1CC1 | -5 | 2 | -16
CCOc1ccc(S(=O)(=O)N=Nc2c(O)[nH]c3c(Br)cc(F)cc23)cc1 | -2 | 1 | x
COCC(=O)N(Cc1ccccc1)c1nc2cc(C)cc(C)c2s1 | -8 | 6 | x
COC(=O)[C@@H](NC1CCN(c2cccc(NC(=O)c3ccccc3OC)c2)CC1)C(C)C | -6 | 13 | -10
CCOC(=O)c1ccc2c(c1)nc(SCc1cc(Br)cc(Br)c1)n2CCOC | 2 | -4 | 3
CC(=O)N1CCC(C(=O)N2CCCC(Nc3ccccc3)C2)CC1 (stereo not given) | 3 | 8 | x
CCCc1nc(C(=O)NC2CC(=O)N(CCc3ccc(F)cc3)C2)cs1 (stereo not given) | 5 | 4 | x
CC(Nc1nc2ncn(Cc3ccccc3)c2c(=O)[nH]1)C(=O)O (stereo not given) | -2 | -3 | x
Cc1cc2n[nH]c(=S)n2c2ccccc12 | -3 | 6 | 0
O=[N+]([O-])c1cccc(S(=O)(=O)Nc2ccc(O)c(-c3c(O)ccc4ccccc34)c2)c1 | -4 | -2 | -4
COC(=O)c1ccccc1C(=O)N(CCc1ccccc1)CC1CCCN(C)C1 (stereo not given) | 1 | -7 | x
Cc1sc(C)c(CNCC(C)C)c1CNCC(C)C | -10 | x | -6
Cc1ccc(Oc2ncccc2C(=O)N2CCC(n3c(=O)oc4ccc(Cl)cc43)CC2)cc1 | -10 | 4 | -8
O=C1CCC(=O)N1OCCCOc1ccccc1-c1ccccc1 | -4 | -1 | -3
CCc1ccc(Cn2nccc2NC(=O)C2CCN(S(=O)(=O)c3ccc(C)c(C)c3)CC2)cc1 | -6 | -1 | -6
Nc1nc2c(s1)C(C1CCOC1)NCC2 (stereo not given) | -9 | 29 | x
O=C(CCc1cc2c(n1-c1ccc3c(c1)OCO3)-c1ccccc1CC2)NCCCn1ccnc1 | -10 | 6 | -10
Cc1nn(-c2ccc(S(C)(=O)=O)cc2)c(C)c1CCC(=O)O | -3 | -1 | x
C/C(=C\c1ccccc1)c1nc2ccc(Cl)cn2c1NC(C)(C)C | 1 | 2 | -2
COc1ccc(CN(C)Cc2nc(-c3ccco3)oc2C)c2cccnc12 | -10 | 5 | x
CCC1=NN(C(=O)c2cccc(Cl)c2)C(O)(C(F)(F)F)C1 (stereo not given) | -19 | 3 | -7
CCCc1nc2c(c(=O)c3ccccc3n2C)c(=O)n1CCc1ccccc1 | 0 | 5 | x
Cc1ccccc1C(NC(=O)c1occc1C)c1ccncc1 (stereo not given) | -11 | 2 | x
Cc1ccnc(NCc2ccc(Cl)c(Cl)c2)c1 | -6 | 4 | x
CN(C)S(=O)(=O)c1ccc(C(=O)NCc2cc(-c3ccc4c(c3)OCO4)on2)cc1 | -11 | 3 | -7
COc1ccc2c(c1)OC[C@@H]1CN(CCC#N)C(=O)CCN[C@H]21 | 1 | 7 | -9
C=CCO[C@H]1[C@H](NC(=O)C2CC2)c2ccccc2C12CCN(C(=O)c1ccc(C(F)(F)F)cc1)CC2 | -7 | 14 | -12
NCC1Cc2cc(-c3ncnc4sccc34)cc(Cl)c2O1 (stereo not given) | -8 | 35 | -10
CC(C)C(C)NC(=O)C1CCN(c2ccnc3cc(F)ccc23)CC1 (stereo not given) | 1 | -3 | x
Cc1ccc(CN(C)C(=O)c2ccc(-n3ccnc3)nc2)c(C)c1 | -7 | 10 | -13
O=C(/C=C/c1cnccn1)Nc1cccc(Cn2cccn2)c1 | -7 | -1 | -11
CSCCNC(=O)c1cc(N2CCOCC2)nc2ccccc12 | -4 | 7 | -4
Cc1ccc(S(=O)(=O)N=c2sc(C(C)(C)C)c(C)n2C)cc1 | -3 | 3 | -2
COCCOCC(=O)N1CCN(CC(OCc2cccc(OC)c2)c2ccc(Cl)cc2)CC1 (stereo not given) | -8 | -4 | -7
COc1ccc(-c2csc(=Nc3cc(F)ccc3F)n2Cc2ccccn2)cc1 | -11 | 0 | -3
O=C(Cc1nc(-c2cncc(Br)c2)n[nH]1)NCc1ccccc1 | -2 | 1 | x
Cc1ccc(CNC(=O)c2csnn2)c(N(C)C)c1 | -5 | -8 | -13
Clc1ccccc1CSc1nnc2nc[nH]n12 | 1 | -1 | x
Cc1sc2ncn(CC(O)c3ccccc3)c(=O)c2c1C (stereo not given) | -7 | -1 | x
CCCCc1nc(Cl)c(CN2CCN(Cc3cccc(F)c3)CC2)[nH]1 | -5 | 5 | x
CC1Cc2ccccc2N1C(=O)c1cccc(S(=O)(=O)OCC(F)(F)F)c1 (stereo not given) | -5 | 8 | x
Cc1ccsc1CNc1cccc(C(=O)NCc2cccnc2)c1 | -6 | 24 | -11
COc1cc(CNC(=O)COC2CCCC2)ccc1O | -5 | -1 | x
COc1cc(OC)cc(C(=O)OCCN=C2NS(=O)(=O)c3ccccc32)c1 | -3 | -3 | -9
Cc1ccc2[nH]cc(-c3ccccc3C(N)=O)c2c1 | -5 | 13 | x
COc1ccc(CCNC(=O)c2c(C)noc2-c2ccco2)cc1OC | 2 | 1 | 1
CCCCNC(=O)N(Cc1cccc(OS(C)(=O)=O)c1)C(C)CC (stereo not given) | -8 | 10 | -4
O=C(CCc1nnc(CCc2c[nH]c3ccccc23)o1)N1CCC(c2ccccc2Cl)C1 (stereo not given) | -5&-9 | 0&16 | -10
O=C(COc1coc(CN2CCc3ccccc3C2)cc1=O)N1CCCC1 | -7 | 4 | -8
CCCCCn1cc(C2CCN(C(=O)Cc3cccs3)CC2)c2ccccc21 | -5 | 14 | -7

(more compounds)
Molecule | hcGAS lum | NPYLR7 ag | mcGAS inh
CCCN(CC(=O)NC)c1nc(-c2cccnc2)nc2ccccc12 | -8 | 9 | -14
COc1ccc(CCN(Cc2ccc(C)o2)C(=O)CN(CC2CCCO2)C(=O)C2CC2)cc1OC (stereo not given) | -3 | 3 | -2
Cc1cccc(N2CCN(S(=O)(=O)c3cccc4nsnc34)CC2)c1 | -6 | -5 | x
CC1(C)C2CCC1(CS(=O)(=O)N1CCCC1)C(=O)C2 (stereo not given) | -6 | 11 | -7
COC(=O)C1=C(C)N(C)C(C)=C(C(=O)OC)C1c1ccc(Cl)c(Cl)c1 | -2 | -5 | -7
Cc1nnc2c3c4c(sc3ncn12)CC(C)CC4 (stereo not given) | -7 | -4 | x
CC1(C(=O)NS(=O)(=O)c2ccc(Cl)s2)CCN1C(=O)CC1CC1 (stereo not given) | -1 | 1 | x
Cc1cn2c3c(=O)[nH]c(=O)n(C)c3nc2n1CCOCCO | 5 | 2 | x
CC(C)(C)OC(=O)C(C#N)c1cnccn1 (stereo not given) | -7 | 4 | x
COc1cc(OC)cc(C2=NC3(CCCC3)NC2=O)c1 | -6 | 9 | x
CSc1ccc(C(=O)Nc2cc(C)nn2-c2nc3ccccc3s2)cc1 | -5 | -10 | -17
O=C1CCCC/C1=C/Nc1ccc(Br)cn1 | 2 | 2 | x
CNC(=O)OCC(F)(F)F | -7 | -1 | -5
CCNC(=O)C1(C)CCCN(Cc2csc3ccccc23)C1 (stereo not given) | 2 | 0 | x
